Screening data deposited in PubChem BioAssay by Broad Institute.
KDM4C inh – inhibitors of GASC-1 (KDM4C) histone demethylase, primary screen, biochemical, single concentration HTS; Lysine-specific demethylase 4C (Homo sapiens), Q9H3R0; GST-KDM4C 2-372, H3K9me3 peptide, LANCE TR-FRET; inhibition, % at 12.5 µM; hit rate 0.15% among 96,000;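 active = mean replicate inhibition above about 25%, with at least 55% of replicates also reaching it, limit read from the data, passing the limit was not always enough; inconclusive = only one of those two conditions met; inactive = neither condition met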
Target sequence (Q9H3R0 2-372 limits assumed): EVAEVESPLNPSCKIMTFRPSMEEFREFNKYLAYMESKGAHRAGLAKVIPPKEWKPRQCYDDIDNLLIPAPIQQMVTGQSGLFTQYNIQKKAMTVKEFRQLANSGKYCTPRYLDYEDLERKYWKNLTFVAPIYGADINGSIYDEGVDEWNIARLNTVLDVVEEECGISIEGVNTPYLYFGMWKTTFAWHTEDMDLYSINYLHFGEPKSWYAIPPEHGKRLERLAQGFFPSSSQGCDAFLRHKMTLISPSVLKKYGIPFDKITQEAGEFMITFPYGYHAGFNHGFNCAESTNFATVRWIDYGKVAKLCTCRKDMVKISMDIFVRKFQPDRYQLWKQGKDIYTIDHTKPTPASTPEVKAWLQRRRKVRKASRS
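System: N-terminal GST-fused human GASC-1 (KDM4C) fragment, residues 2-372; amount: enzyme final amount 10 nM; incubation: reaction 30 min RT, detection step 1 h RT; medium: HEPES buffer, pH 7.5, plus ascorbate; technique: LANCE TR-FRET, Eu antibody, ULight-streptavidin, EDTA, ex 340 nm, em 618/671 nm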
Pf Dd2 growth – P. falciparum Dd2 growth inhibitors, primary screen, SYBR Green fluorescence, single dose replicates | 72 h; active compounds read low | activity change, % at 10 µM | hit rate 2.3% among 94,000 | AID 1159554, 2015; in the data active = activity change below about -80%; inconclusive = no clear call, values can overlap the other calls
C diff HTS – C. difficile growth inhibitors, primary screen, HTS | Clostridium difficile clinical isolate growth, OD600, 24 h; active compounds read low | growth activity, negative = inhibition, % at 16 µg/mL (by protocol) | hit rate 0.25% among 86,000 | AID 1259249, 2017;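 active = mean growth activity at or below -80% and every replicate also at or below -80%; inconclusive = mean at or below -80% but some replicate above -80%; inactive = mean growth activity above -80%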;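 note: 0% = DMSO wells and -100% = levofloxacin 16 µg/mL wells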
Tcruzi prolif – T. cruzi intracellular proliferation inhibitors, primary screen, cell-based, beta-gal Tulahuen parasites, NIH3T3 host, luminescence; T. cruzi beta-gal in NIH3T3, GalScreen luminescence, 90 h; inhibition, % at 8.34 µM; hit rate 5.9% among 77,000; AID 624255, 2012;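 active = mean inhibition above about 93%, with at least 55% of replicates each passing it, limit read from the data, passing the limit was not always enough; inconclusive = only one of those two conditions holds; inactive = neither condition holds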
The depositor's hits bear a star; ? = inconclusive; . = not tested or not shown; & = joins results of further samples.

mol,Pf Dd2 growth,KDM4C inh,Tcruzi prolif,C diff HTS
C[C@@H]1CN([C@@H](C)CO)C(=O)c2cc(C#CCc3ccccc3)cnc2O[C@H]1CN(C)C(=O)C1CCCCC1,-82*,0.0,114*,15
COc1ccc2c3c(n(C)c2c1)[C@H](CO)N(C(=O)Nc1ccc(F)cc1)CC31CN(S(=O)(=O)c2cccc(C)c2)C1,-15,0.4,.,-20
CCNC(=O)C[C@@H]1CC[C@@H]2[C@H](COc3ccc(NC(=O)Cc4cccs4)cc3C(=O)N2C)O1,4,-0.2,-30,16
O=C(C[C@H]1C[C@H]2c3cc(NC(=O)c4cccnc4)ccc3O[C@H]2[C@H](CO)O1)NCc1cccc(F)c1,-7,0.0,-33,-1
COC(=O)C[C@@H]1CC[C@H]2[C@H](COc3ccc(NS(=O)(=O)c4ccc(C)cc4)cc3C(=O)N2C)O1,-3,1.3,61,10
OC[C@H]1[C@H](c2ccc(C#Cc3ccccc3F)cc2)[C@@H]2CN(Cc3cncnc3)CCCCN12,-52,1.2,113*,-2
Cc1ccc(S(=O)(=O)N(C)C[C@H]2OCCCC[C@H](C)Oc3ccc(NS(=O)(=O)c4ccccc4)cc3C(=O)N([C@H](C)CO)C[C@H]2C)cc1,-80,-1.6,?,16
CCS(=O)(=O)Nc1ccc2c(c1)C(=O)N(C)[C@@H]1CC[C@H](CC(=O)Nc3ccccc3)O[C@@H]1CO2,7,-0.8,17,-4
CC(=O)N1[C@@H](CO)[C@@H](c2ccc(C3=CCCC3)cc2)C12CN(C(=O)NC(C)C)C2,16,19,.,1
C[C@H](CO)N1C[C@H](C)[C@H](CN(C)C(=O)Nc2ccccc2)OCc2ccccc2-c2c(n(C)c3ccccc23)C1=O,-14,-0.7,49,.
COCC(=O)N1[C@H](CO)[C@H](c2ccccc2C2=CCCC2)[C@@H]1C#N,-17,1.4,.,-3
O=C(NC1CCC1)[C@H]1[C@H](CO)[C@H]2Cn3c(ccc(-c4ccncc4)c3=O)[C@@H]1N2CC1CC1,7,-1.0,-3,2
COc1cccc(-c2ccc([C@@H]3[C@@H](CO)N4CCCCN(CC5CC5)C[C@H]34)cc2)c1,-20,0.3,33,1
Cc1ccc(-c2ccc([C@@H]3[C@H](CO)N4C(=O)CN(C(=O)NC(C)C)C[C@@H]34)cc2)cc1,-74,20,.,8
C[C@@H]1CN([C@H](C)CO)C(=O)c2cccc(NC(=O)CCCCCC(=O)Nc3ccccc3N)c2O[C@H]1CN(C)Cc1ccc(C(F)(F)F)cc1,-92*,-0.1,.,-10
Cc1noc(C)c1NC(=O)N(C)C[C@@H]1Oc2cc(C#CCN(C)C)ccc2S(=O)(=O)N([C@H](C)CO)C[C@H]1C,8,52*,31,1
CCCC(=O)Nc1ccc2c(c1)OC[C@@H](C)N(Cc1ccccn1)C[C@H](C)[C@H](OC)CN(C)C2=O,-22,1.2,-10,-3
C[C@H](CO)N1C[C@H](C)[C@H](CN(C)C)OCCCC[C@H](C)Oc2ccc(NC(=O)Nc3ccc(C(F)(F)F)cc3)cc2C1=O,.,0.6,25,8
C[C@@H]1CN([C@@H](C)CO)C(=O)Cc2cc(NS(=O)(=O)c3cccs3)ccc2O[C@H]1CN(C)Cc1ccccc1,-56,-0.9,55,-1
O=C(c1ccccn1)N1C[C@H]2[C@@H](c3ccccc31)[C@@H](CO)N2C(=O)Nc1ccccc1,2,2.9,22,-5

Arranged by molecular weight (smallest number first): part of the list above
mol,Pf Dd2 growth,KDM4C inh,Tcruzi prolif,C diff HTS
O=C(c1ccccn1)N1C[C@H]2[C@@H](c3ccccc31)[C@@H](CO)N2C(=O)Nc1ccccc1,2,2.9,22,-5
CCCC(=O)Nc1ccc2c(c1)OC[C@@H](C)N(Cc1ccccn1)C[C@H](C)[C@H](OC)CN(C)C2=O,-22,1.2,-10,-3
Cc1noc(C)c1NC(=O)N(C)C[C@@H]1Oc2cc(C#CCN(C)C)ccc2S(=O)(=O)N([C@H](C)CO)C[C@H]1C,8,52*,31,1
C[C@H](CO)N1C[C@H](C)[C@H](CN(C)C)OCCCC[C@H](C)Oc2ccc(NC(=O)Nc3ccc(C(F)(F)F)cc3)cc2C1=O,.,0.6,25,8

The listing continues:
mol,Pf Dd2 growth,KDM4C inh,Tcruzi prolif,C diff HTS
COc1ccc(S(=O)(=O)Nc2cccc3c2O[C@H](CN(C)Cc2ccc(C(=O)O)cc2)[C@H](C)CN([C@H](C)CO)C3=O)cc1,20,0.2,10,3
O=C(Nc1ccc(F)cc1)N[C@@H]1CC[C@H](CC(=O)N2CCOCC2)O[C@@H]1CO,18,3.0,5,.
C[C@H]1CCCCO[C@H](CN(C)C(=O)CCC(F)(F)F)[C@@H](C)CN([C@@H](C)CO)C(=O)c2cc(NS(=O)(=O)c3ccccc3)ccc2O1,-33,0.3,13,2
C[C@@H]1CCCCO[C@@H](CN(C)Cc2ccc3c(c2)OCO3)[C@@H](C)CN([C@H](C)CO)C(=O)c2cc(NS(=O)(=O)c3cccs3)ccc2O1,-28,0.5,16,8
CC(C)CC#Cc1cnc2c(c1)C(=O)N([C@H](C)CO)C[C@@H](C)[C@@H](CN(C)C(=O)c1cccc(F)c1)O2,5,-0.8,.,-4
Cc1ccc(S(=O)(=O)Nc2cccc3c2O[C@@H](CN(C)S(=O)(=O)c2ccc(F)cc2)[C@@H](C)CN([C@@H](C)CO)C3=O)cc1,-24,-1.1,17,-12
C[C@H]1CN([C@@H](C)CO)C(=O)c2cc(NC(=O)CCC(F)(F)F)ccc2O[C@H]1CN(C)C,1,14,.,0
C[C@H]1CCCCO[C@@H](CN(C)C(=O)Nc2ccc(C(F)(F)F)cc2)[C@@H](C)CN([C@@H](C)CO)C(=O)c2cc(NC(=O)Nc3cccc4ccccc34)ccc2O1,-1,-1.3,90,-18
CCc1csc(N2[C@@H](C#N)[C@H](c3ccc(-c4ccc(F)cc4)cc3)[C@@H]2CO)n1,-24,-2.2,105*,8
Cc1ccc(CN(C)C[C@@H]2OCc3cnnn3CCCC(=O)N([C@H](C)CO)C[C@H]2C)cc1,-4,4.1,5,.
CN1c2ccc(Br)cc2[C@@H]2[C@@H](CCN2C(=O)Nc2ccc(F)cc2)[C@@H]1CO,18,-0.8,73,15
CC(C)NC(=O)Nc1cccc2c1O[C@@H](CN(C)Cc1ccc(Cl)c(Cl)c1)[C@@H](C)CN([C@@H](C)CO)C2=O,-16,0.7,15,-2
COc1ccc(NC(=O)Nc2ccc3c(c2)C(=O)N([C@@H](C)CO)C[C@@H](C)[C@@H](CN(C)Cc2ccc(-c4ccccc4)cc2)O3)cc1,21,-3.1,100*,.
C[C@H]1CN([C@@H](C)CO)C(=O)c2cc(-c3ccccc3F)cnc2O[C@H]1CN(C)C(=O)C1CCCCC1,-7,-0.1,-30,-1
C[C@@H]1CN([C@H](C)CO)C(=O)c2cc(-c3ccc(C(=O)N(C)C)cc3)cnc2O[C@@H]1CN(C)C(=O)c1cccnc1,16&20,-2.3,-117&-137,0&-2
O=C(C1CCCCC1)N1[C@H](CO)[C@@H](c2ccccc2)C12CN(Cc1cccc(Cl)c1)C2,-91*,-3.7,.,30
O=C(C1CCOCC1)N1CC2(C1)[C@H](c1ccccc1)[C@@H](CO)N2CCC(F)(F)F,44,0.7,.,5
CC(C)NC(=O)N(C)C[C@H]1Oc2cc(C#CC(C)(C)O)ccc2S(=O)(=O)N([C@H](C)CO)C[C@@H]1C,21,-1.2,-15,0
C[C@@H]1CN([C@H](C)CO)S(=O)(=O)c2ccc(Br)cc2O[C@@H]1CN(C)C(=O)C1CC1,24,0.8,.,2
COc1ccc(S(=O)(=O)Nc2ccc3c(c2)C(=O)N([C@H](C)CO)C[C@@H](C)[C@H](CN(C)C(=O)Nc2ccccc2)O3)cc1,3,0.1,3,-8
COc1ccc(S(=O)(=O)Nc2ccc3c(c2)C(=O)N([C@H](C)CO)C[C@@H](C)[C@@H](CN(C)Cc2ccc(C(=O)O)cc2)OCCCC[C@@H](C)O3)cc1,-21,0.0,86,-4
Cc1ccc(S(=O)(=O)N(C)C[C@H]2OCCCC[C@@H](C)Oc3ccc(NS(=O)(=O)c4ccc(Cl)cc4)cc3C(=O)N([C@@H](C)CO)C[C@H]2C)cc1,-49,-2.6,?,8
C[C@@H]1CN([C@H](C)CO)C(=O)c2cccc(NC(=O)Nc3ccc4c(c3)OCO4)c2O[C@@H]1CN(C)Cc1ccc(C(=O)Nc2ccccc2N)cc1,-91*,-1.2,110,.
C[C@H]1CN([C@@H](C)CO)C(=O)c2cc(-c3ccccc3)cnc2O[C@@H]1CN(C)C(=O)c1cccc(F)c1,-2,1.2,26,-5
O=C(C1CC1)N1CC2(C1)[C@H](c1ccccc1)[C@H](CO)N2C(=O)c1cccnc1,0,-1.3,.,-8
C[C@H](CO)N1C[C@H](C)[C@@H](CN(C)C(=O)c2ccc(F)cc2)Oc2cc(C3=CCCC3)ccc2S1(=O)=O,-32,0.0,.,2
COc1ccc(S(=O)(=O)N[C@H]2C=C[C@H](CC(=O)N3CCc4ccccc4C3)O[C@@H]2CO)cc1,4,0.2,54,.
C[C@H]1CN([C@@H](C)CO)C(=O)c2cc(NC(=O)Nc3cccc4ccccc34)ccc2O[C@H]1CN(C)Cc1ccccc1,3,-1.5,46,1
C[C@@H]1CCCCO[C@@H](CN(C)C)[C@H](C)CN([C@@H](C)CO)C(=O)c2cc(NC(=O)c3ccncc3)ccc2O1,29,1.5,100*,-4
CO[C@H]1CN(C)C(=O)c2cc(NS(C)(=O)=O)ccc2OC[C@@H](C)N(Cc2cccnc2)C[C@@H]1C,.,-0.1,30,.
C[C@@H]1CN([C@H](C)CO)C(=O)c2cc(Br)cnc2O[C@@H]1CN(C)C(=O)Nc1cccc(F)c1,10,-0.9,-37,-3
COc1ccc(S(=O)(=O)N[C@H]2CC[C@@H](CC(=O)NCCc3ccccc3)O[C@H]2CO)cc1,4,0.3,.,-1
O=C(Nc1cccc(F)c1)N1C[C@@H]2N[C@H](C1)C2c1ccc(-c2ccc(F)cc2)cc1 (stereo partly drawn),-6&-76,-1.3&-3.7,.,63&10
COCCNC(=O)C[C@@H]1C[C@@H]2c3cc(NC(=O)C4CCOCC4)ccc3O[C@@H]2[C@H](CO)O1,18,1.2,25,.
C[C@@H]1CN([C@@H](C)CO)S(=O)(=O)c2ccc(-c3cccc(C#N)c3)cc2O[C@H]1CN(C)C(=O)c1ccncc1,-28,1.4,.,-3
CC(C)NC(=O)Nc1ccc2c(c1)C(=O)N([C@H](C)CO)C[C@H](C)[C@H](CN(C)S(=O)(=O)c1ccccc1)O2,-18,13,-16,0
C[C@@H]1CN([C@H](C)CO)S(=O)(=O)c2ccc(C#C[C@@H](C)O)cc2O[C@H]1CN(C)Cc1ccncc1,-35,-0.3,104*,0
C[C@@H]1CN([C@H](C)CO)C(=O)c2cc(NC(=O)NC3CCCCC3)ccc2O[C@@H]1CN(C)S(=O)(=O)c1ccccc1,22,0.0,.,-11
O=C(C[C@H]1C=C[C@H](NC(=O)CN2CCOCC2)[C@H](CO)O1)NCCc1ccncc1,15,-0.2,.,-7
O=C(C[C@H]1CC[C@@H](NC(=O)CN2CCOCC2)[C@@H](CO)O1)NC1CCCCC1,9,-1.2,-20,.
COCC(=O)N1C[C@@H](C)[C@@H](OC)CN(C)C(=O)c2ccc(NC(=O)c3cnccn3)cc2OC[C@@H]1C,3,0.5,8,.
O=C(Nc1ccc(F)cc1)N[C@H]1CC[C@H](CC(=O)N2CCOCC2)O[C@H]1CO,27,0.6,0,.
C[C@H]1CN([C@@H](C)CO)C(=O)c2cc(C3=CCCC3)cnc2O[C@H]1CN(C)C(=O)CN(C)C,1,-0.2,.,2
Cc1ccc(S(=O)(=O)N(C)C[C@@H]2Oc3ccc(NS(=O)(=O)c4ccc(F)cc4)cc3CC(=O)N([C@@H](C)CO)C[C@@H]2C)cc1,-32,-1.0,22,-3
Cc1cccc(-c2ccc([C@@H]3[C@@H](CO)N4CCCCN(C(=O)NC(C)C)C[C@@H]34)cc2)c1,6,-0.8,92,-8
Cc1noc(C)c1NC(=O)Nc1ccc2c(c1)CC(=O)N([C@@H](C)CO)C[C@@H](C)[C@H](CN(C)Cc1ccc(C(=O)O)cc1)O2,16,-0.4,-4,3
O=C(C[C@H]1C=C[C@H](NC(=O)c2ccccc2)[C@H](CO)O1)NCc1ccc(Oc2ccccc2)cc1,-1,0.7,.,2
